Assay outcomes from PubChem BioAssay.
MITF primary – human MITF inhibition, primary screen | AlphaScreen MITF homodimerization, bead proximity signal | inhibition, % at 2.6 µM | hit rate 0.91% among 650,000; in the data active means inhibition above about 50%;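 further: 0% = vehicle wells with protein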
Target sequence (O75030 whole entry, looked up): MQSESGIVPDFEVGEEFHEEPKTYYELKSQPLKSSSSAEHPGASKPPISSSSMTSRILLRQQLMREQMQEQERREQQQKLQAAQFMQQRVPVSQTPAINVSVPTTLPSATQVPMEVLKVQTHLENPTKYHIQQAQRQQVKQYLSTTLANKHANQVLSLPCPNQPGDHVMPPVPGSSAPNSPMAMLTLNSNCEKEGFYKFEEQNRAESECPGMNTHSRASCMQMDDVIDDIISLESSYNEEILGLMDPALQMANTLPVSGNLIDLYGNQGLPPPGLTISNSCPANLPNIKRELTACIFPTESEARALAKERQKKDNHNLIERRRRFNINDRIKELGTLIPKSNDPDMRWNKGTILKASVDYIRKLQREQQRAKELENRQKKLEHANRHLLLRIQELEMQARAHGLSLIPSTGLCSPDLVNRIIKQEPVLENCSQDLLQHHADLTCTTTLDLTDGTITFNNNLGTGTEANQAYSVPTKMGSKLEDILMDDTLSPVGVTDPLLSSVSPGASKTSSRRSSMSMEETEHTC
FBW7 activator – human FBW7 E3 ligase activation, primary screen; normalized activity (activation), % at 26.1 µM; AID 1259310; Q969H0; AlphaScreen FBW7–phospho-cyclin E peptide binding, activator screen; hit rate 0.13% among 650,000; in the data active means normalized activity above about 1.9%;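 further: purified mutant Fbw7 with reduced substrate affinity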
GPR151 activ – human GPR151 activation; Q8TDV0; PathHunter beta-arrestin GPR151 cells, luminescence; activation, % at 11.2 µM; hit rate 1% among 650,000; in the data active means activation above about 4.9%;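 further: 0% = median of compound wells and 100% = cells with positive control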
Target sequence (Q8TDV0 whole entry, looked up): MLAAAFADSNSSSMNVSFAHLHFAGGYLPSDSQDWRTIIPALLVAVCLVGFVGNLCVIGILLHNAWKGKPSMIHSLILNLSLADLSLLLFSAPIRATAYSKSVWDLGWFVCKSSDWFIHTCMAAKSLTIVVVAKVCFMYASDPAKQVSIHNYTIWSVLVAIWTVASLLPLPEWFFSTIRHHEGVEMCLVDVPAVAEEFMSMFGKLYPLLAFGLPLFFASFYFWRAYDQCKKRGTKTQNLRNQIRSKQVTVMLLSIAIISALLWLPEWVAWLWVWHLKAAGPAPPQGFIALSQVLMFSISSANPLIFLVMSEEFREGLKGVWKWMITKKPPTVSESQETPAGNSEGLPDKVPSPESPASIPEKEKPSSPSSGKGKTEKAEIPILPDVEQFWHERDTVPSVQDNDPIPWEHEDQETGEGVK
TEAD-YAP inh – TEAD-YAP interaction inhibition; hit rate 1.4% among 640,000; inhibition, % at 9.12 µM; HEK-TIYL cells, TEAD-Gal4/YAP UAS-luciferase luminescence; in the data active means inhibition above about 32%;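 further: 0% = median of test compound wells and 100% = reference inhibitor wells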
* hit, by the source's call.

SMILES	MITF primary	FBW7 activator	GPR151 activ	TEAD-YAP inh
CC1CCc2c(sc3ncn4c(=O)n(CC(=O)N5CCOCC5)nc4c23)C1 (centres undefined)	-2.3	-0.1	-1.9	-2.8
CCOC(=O)C1=C(C(=O)OCC)SC(=C2C(=S)C(C)(C)N(C(=O)c3ccccc3)c3c(OCC)cccc32)S1	2.0	-0.1	1.5	8.9
CCn1c(=O)n(CC(=O)Nc2ccc(C(F)(F)F)cc2)c(=O)c2ccccc21	-0.7	0.6	0.4	2.2
COc1ccc(C(=O)OC2CCCCC2=O)cc1[N+](=O)[O-] (centres undefined)	10.2	0.3	-0.7	0.3
CC(=O)NC1=NC(=O)/C(=C\c2ccc(OCc3ccc(C(=O)O)cc3)c(Cl)c2)S1	-12.2	-0.1	3.4	4.8
CCC(C)(C)NC(=O)Cc1ccc(Cl)cc1	-3.0	0.4	1.0	-0.1
Cc1ccc(-c2nc(CSCC(=O)O)c(C)o2)cc1	-3.1	-0.4	-0.8	80.9*
O=C(CN(c1cccc2cccnc12)S(=O)(=O)c1ccccc1)N1CCc2ccccc21	-2.0	-0.5	-1.1	-4.0
Cc1cc(F)ccc1S(=O)(=O)NCC(c1ccc2c(c1)OCO2)N1CCN(C)CC1 (centres undefined)	9.0	0.0	-2.2	0.3
CCSCCOC(=O)C1=C(C)NC2=C(C(=O)CC(C)(C)C2)C1c1cccc(Cl)c1 (centres undefined)	-1.0	0.3	0.4	1.1
O=C(CCCCCn1c(=S)[nH]c2ccc(Br)cc2c1=O)NC1CCCCCC1	-0.4	-0.1	1.2	5.7
O=C(NCc1cccs1)c1cc(S(=O)(=O)N2CCc3ccccc32)ccc1F	16.5	0.7	-0.8	7.8
O=C(Nc1ncc(Cc2cccc(Cl)c2)s1)C1=NCCN1	4.1	-0.5	-0.4	1.6
O=C(NCc1cccc(Cl)c1)c1ccc(N2CC3CC(C2)c2cccc(=O)n2C3)c(NC(=O)c2ccncc2)c1 (centres undefined)	2.1	0.1	-0.2	9.9
Fc1ccc(Cc2nnc(-c3ccccc3)o2)c(Cl)c1	-8.4	0.1	1.6	-3.8
Cc1ccc2nc(N3CCCCC3)c(/C=C3\SC(=S)NC3=O)c(=O)n2c1	22.6	0.2	0.1	3.8
Cc1cc(C(=O)O)c(C)n1-c1ccc(Br)cc1	17.6	0.0	2.1	-1.9
Cc1cc(=O)oc2ccc(OCC(=O)Nc3nc(-c4ccccc4)cs3)cc12	-10.6	0.0	1.8	-12.2
CSc1ccc(/C=C(\C#N)C(=O)N2CCCC2)cc1	-17.1	0.2	0.7	-3.8
CN(C)S(=O)(=O)c1cccc(C(=O)c2nccn2C)c1	17.3	0.8	1.6	-1.5
CCc1ccc(C(=O)N2CCN3C(=O)[C@@H]4C[C@@H](O)CN4C(=O)[C@H]3C2)cc1	8.2	0.4	-0.6	-1.2
O=C(Cc1ccsc1)NCCn1nc(-c2cccs2)ccc1=O	1.0	0.0	4.1	6.3
Cn1c(=O)c2c(ncn2Cc2ccccc2F)n(C)c1=O	11.4	0.1	-1.8	5.6
COc1ccccc1N1CCN(c2ncc(C(=O)Nc3ccc4c(c3)OCO4)c3ccccc23)CC1	10.4	-0.2	0.8	6.5
CC(C)(C)C1CCc2c(sc(NC(=O)c3cc4n(n3)C(C(F)(F)F)CC(c3cccs3)N4)c2C#N)C1 (centres undefined)	-12.6	0.0	-0.2	8.5
CC1CCCCC1N(C)C1CCN(CCCNC(=O)/C=C/c2cccs2)CC1 (centres undefined)	7.6	0.2	1.5	1.9
c1ccc(-c2csc3ncnc(N4CCC5(CC4)OCCO5)c23)cc1	8.3	0.0	-0.3	2.8
CC(C)CN1C(=O)c2ccccc2C(C(=O)NCC2CCCO2)C1c1cccs1 (centres undefined)	-17.9	-0.1	0.1	1.8
CCCCOc1ccccc1C1NC(=O)NC(C)=C1C(=O)OCCC (centres undefined)	-7.0	-0.1	0.5	-15.9
CCN1CCN(C(=O)CN(Cc2ccc(F)cc2)S(=O)(=O)c2ccccc2)CC1	-10.5	0.1	-0.6	-5.2
O=C(Nc1cccc(OC(=O)c2cccc(S(=O)(=O)N3CCCCCC3)c2)c1)c1cccc(S(=O)(=O)N2CCOCC2)c1	4.5	-0.1	-0.5	10.7
CN1C(C)(C)CC(NC(=O)Nc2ccc(F)cc2)CC1(C)C	-6.6	-0.2	2.5	1.0
COc1cc(NC(=O)c2cc3n(n2)C(C(F)(F)F)CC(c2ccccc2)N3)c(OC)cc1Cl (centres undefined)	1.5	0.2	0.7	4.0
O=C(NCCCN1CCCC1=O)c1ccnc(NCCCN2CCCC2=O)c1	-18.3	0.1	-0.5	3.1
Cn1c2c(c(=O)[nH]c1=O)C(c1cccc(F)c1)C1=C(N2)c2ccccc2C1=O (centres undefined)	14.8	0.1	-2.3	-2.0
NC(=O)Nc1nc2cc(Br)ccc2[nH]c1=O	-14.3	0.1	-0.7	4.3
C=CCn1c(SCC(=O)N(C)c2ccccc2)nc2c([nH]c3ccccc32)c1=O	12.8	0.2	0.2	0.5
CNC(=O)CSc1nnc(-c2ccc(OC)cc2)n1C	0.3	0.0	-0.3	-3.5
CCCN1CCC2(CC1)c1ccccc1[C@@H](NC(=O)c1ccsc1)[C@@H]2OC	10.9	0.2	-0.6	-4.5
CCCCCn1c(=S)[nH]c2cc(C(=O)NCCc3ccccc3)ccc2c1=O	5.8	0.0	0.0	-4.3
CNCc1ccc(-c2ccc(Cl)cc2)o1	14.1	0.0	5.0*	-8.6
O=C(CN1C(=O)C(=O)N(C2CCCC2)C1=O)Nc1ccc(OC(F)F)cc1	-3.5	0.0	-0.5	12.2
NC(=O)c1nc(-c2ccncc2)nc2c1[nH]c(=O)n2Cc1ccccc1	2.3	-0.1	1.0	-1.3
CN(C)CCNCCOCCOc1ccc(C(C)(C)c2ccccc2)cc1	-17.8	0.1	3.7	8.1
OCCN(CCO)c1nc(Cl)nc(N(CCO)CCO)n1	1.6	-0.2	-0.5	-4.3
O=C(Nc1cc(-c2nc3ccccc3o2)ccc1Cl)c1ccc2c(c1)OCCO2	18.5	0.0	-0.5	-23.3
CCCC(CCC)C(=O)NCCc1cc2ccc(OC)cc2[nH]c1=O	-15.2	0.1	1.3	-5.2
CCCOc1ccc(C2NC(=O)NC(C)=C2C(=O)OC2CCCC2)cc1OC (centres undefined)	-10.2	-0.2	0.7	-21.2
Cc1sc(NC(=O)c2ccc([N+](=O)[O-])cc2[N+](=O)[O-])nc1-c1ccccc1	-8.8	-0.8	-0.9	-1.6
O=C1c2ccccc2C(=O)c2c(NC(=O)c3cc4ccccc4oc3=O)cccc21	8.7	0.4	-0.9	-12.9
C=CCn1c(CCCN2C(=O)c3cccc4cccc(c34)C2=O)nnc1SCC(=O)NCc1cccnc1	-3.0	0.1	0.7	4.1
CN(C)c1ccc(/C=C(/NC(=O)c2ccccc2Br)C(=O)Nc2ccc(Cl)c([N+](=O)[O-])c2)cc1	9.4	0.4	0.0	8.5
CCCNc1nccnc1-c1ccc(O)cc1	19.9	-0.1	0.9	10.2
Cc1cc(C)n2cc(CSCC(=O)O)nc2n1	-1.6	-0.1	3.2	9.1
CC(C)(C)c1[nH]nc2c1C(c1ccc(Br)s1)C(C#N)=C(N)O2 (centres undefined)	6.6	-0.1	0.2	6.7
COc1cc(C2Nc3cc(C)c(C)cc3NC3=C2C(=O)CC(C)(C)C3)cc([N+](=O)[O-])c1O (centres undefined)	-4.0	-0.1	-0.8	7.7
O=C1C2C3C=CC(C4CC34)C2C(=O)N1/N=C/c1ccc(-c2ccc(Cl)cc2)o1 (centres undefined)	9.4	0.1	2.3	-9.5
CC(=O)Oc1ccc(N(C(C)=O)S(=O)(=O)c2ccc(C)cc2)c2ccccc12	-2.4	-0.1	0.1	-11.3
CC1CN(c2ccc(Br)cc2)c2nc3c(c(=O)n(CC(N)=O)c(=O)n3C)n2C1 (centres undefined)	0.2	0.0	10.3*	-7.1
CC(=O)Oc1ccc(NC(=O)CSc2nc(C)cc(-c3ccccc3)n2)cc1	-1.8	0.3	2.9	-2.6
(listing goes on)
SMILES	MITF primary	FBW7 activator	GPR151 activ	TEAD-YAP inh
COc1cccc(C2C3=C(Nc4ncnn42)c2ccccc2OC3c2ccc(SC)cc2)c1 (centres undefined)	19.3	-0.1	-2.1	-6.5
Cc1cnc(Nc2cccc(N(C)C)c2)nc1NCCN(C(C)C)C(C)C	3.2	-0.1	-1.4	9.3
CCOc1ccc(/C=C(\C#N)C(=O)NCc2ccccc2)cc1	1.9	-0.1	-1.1	2.3
CC(C)[C@H](NS(=O)(=O)c1ccccc1F)C(=O)NC1CCCCC1	4.8	0.2	-0.5	-6.1
CC(=O)Nc1c(O)nc(SCC(=O)N(c2ccccc2)c2ccccc2)[nH]c1=O	5.7	-0.2	0.6	4.0
CCN1C=C(c2ccc3ccccc3n2)C(C#N)c2ccccc21 (centres undefined)	24.5	0.4	-3.1	-12.6
CC(C)(CNS(=O)(=O)c1ccc(F)c(F)c1F)N1CCOCC1	9.0	0.0	0.1	5.6
O=C(CN1C2CCC1CC(NC(=O)C1CC1)C2)NCc1ccccc1 (centres undefined)	3.6	0.1	1.3	5.9
O=[N+]([O-])c1ccccc1OCCOCCn1cnc2ccccc21	88.3*	0.1	0.4	-2.0
COc1ccc(/C=N\NC(=O)c2cccc([N+](=O)[O-])c2)c(OC)c1	13.3	0.7	-1.2	5.7
CCOC(=O)c1ccccc1NC(=O)c1sc2ncn(Cc3ccccc3Cl)c(=O)c2c1C	-0.2	-0.1	0.0	-5.1
COc1ccc(CC2(CO)CCN(Cc3sc(N(C)C)nc3Cl)CC2)cc1	-11.1	-0.1	0.9	4.2
O=C(O)C1CCC(Cn2c(SCc3cc(=O)n4cc(Br)ccc4n3)nc3ccsc3c2=O)CC1 (centres undefined)	2.2	0.3	1.0	3.6
CN1C(C(=O)NCc2ccco2)CC(c2cccs2)NS1(=O)=O (centres undefined)	-0.2	0.1	0.1	11.0
CN1C(=O)NC(c2ccccc2Cl)C2=C1CCCC2=O (centres undefined)	14.1	0.3	0.6	10.8
Cc1ccc(C(C)NC(=O)c2cc([N+](=O)[O-])c(C)c([N+](=O)[O-])c2)cc1 (centres undefined)	9.8	-0.1	0.1	2.8
Cc1ccc(S(=O)(=O)Nc2nn[nH]n2)cc1	11.1	0.1	0.6	0.2
O=C(NC(=S)Nc1ccc(Cl)cn1)c1cccc(F)c1	-3.7	-0.1	-0.7	-65.1
Cc1ccccc1NC(=O)CC(C)S(=O)(=O)c1ccc2c(c1)OCC(=O)N2 (centres undefined)	-0.7	0.0	-1.9	-3.7
COc1cc(C2C(C(=O)Nc3ccccc3OC)=C(C)Nc3ncnn32)ccc1O (centres undefined)	10.3	0.3	-0.6	8.7

Exported with values under each structure: part of the list above.
Values run as follows: MITF primary	FBW7 activator	GPR151 activ	TEAD-YAP inh
COc1cccc(C2C3=C(Nc4ncnn42)c2ccccc2OC3c2ccc(SC)cc2)c1 (centres undefined)
    19.3	-0.1	-2.1	-6.5
Cc1cnc(Nc2cccc(N(C)C)c2)nc1NCCN(C(C)C)C(C)C
    3.2	-0.1	-1.4	9.3
CCOc1ccc(/C=C(\C#N)C(=O)NCc2ccccc2)cc1
    1.9	-0.1	-1.1	2.3
CC(C)[C@H](NS(=O)(=O)c1ccccc1F)C(=O)NC1CCCCC1
    4.8	0.2	-0.5	-6.1
CC(=O)Nc1c(O)nc(SCC(=O)N(c2ccccc2)c2ccccc2)[nH]c1=O
    5.7	-0.2	0.6	4.0
CCN1C=C(c2ccc3ccccc3n2)C(C#N)c2ccccc21 (centres undefined)
    24.5	0.4	-3.1	-12.6
CC(C)(CNS(=O)(=O)c1ccc(F)c(F)c1F)N1CCOCC1
    9.0	0.0	0.1	5.6
O=C(CN1C2CCC1CC(NC(=O)C1CC1)C2)NCc1ccccc1 (centres undefined)
    3.6	0.1	1.3	5.9
O=[N+]([O-])c1ccccc1OCCOCCn1cnc2ccccc21
    88.3*	0.1	0.4	-2.0
COc1ccc(/C=N\NC(=O)c2cccc([N+](=O)[O-])c2)c(OC)c1
    13.3	0.7	-1.2	5.7
CCOC(=O)c1ccccc1NC(=O)c1sc2ncn(Cc3ccccc3Cl)c(=O)c2c1C
    -0.2	-0.1	0.0	-5.1

Single records, as listed above. Values in the order: MITF primary	FBW7 activator	GPR151 activ	TEAD-YAP inh
CN1C(=O)NC(c2ccccc2Cl)C2=C1CCCC2=O (centres undefined) is listed as 14.1	0.3	0.6	10.8
O=C(O)C1CCC(Cn2c(SCc3cc(=O)n4cc(Br)ccc4n3)nc3ccsc3c2=O)CC1 (centres undefined) is listed as 2.2	0.3	1.0	3.6

The list goes on:
SMILES	MITF primary	FBW7 activator	GPR151 activ	TEAD-YAP inh
CN1/C(=C/C(=O)C2CC2)Sc2ccccc21	-8.6	-0.3	-1.4	-22.5
C=CCNCCC1CCC(=O)N1Cc1cn2c(C)csc2n1 (centres undefined)	22.1	0.9	12.3*	-7.0
COc1ccc(OC)c(NC(=O)c2cnc3n(c2=O)CCS3)c1	-6.5	0.0	-1.7	-10.5
c1cc(-n2cnc3c(Nc4ccc(N5CCOCC5)cc4)nc(N4CCC(N5CCOCC5)CC4)nc32)cs1	8.4	-0.4	-2.8	36.8*
Cc1ccc2c(c1)c1c3c(cncn32)CCC1	-0.6	1.0	0.0	0.1
COc1ccc(C(C)(C)C)cc1NC(=O)c1ccc(Br)o1	20.9	1.5	4.2	-0.1
O=C(Cn1cnc2ccccc2c1=O)OCCCN=C1NS(=O)(=O)c2ccccc21	-8.0	-0.2	-0.1	1.0
Cc1ccc(C2=NN(C(=O)c3ccccc3)C(c3cccc([N+](=O)[O-])c3)C2)cc1 (centres undefined)	3.7	-0.2	1.0	4.0
CCOC(=O)c1nccn1CC(=O)Nc1ccccc1CC	8.8	0.1	3.1	-1.6
CCc1nc2ccccc2c(=O)n1N	10.4	0.3	-0.5	6.3
